# Compound activity as filed in PubChem.
# CDK5 p35 inh: blocks human CDK5/p35 kinase activity; Q00535+Q15078; Recombinant CDK5/p35, ADP-Glo luminescence, 60 min; inhibition, % at 10 µM; actives 0.01% (n = 330,000);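 active = highest replicate inhibition of at least 50% and at least 75% of replicates reaching 50%; inconclusive = only one of the two criteria met; inactive = both criteria failed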;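 note: plate controls were DMSO neutral control for no effect and GW8510 at 10 µM for full effect; many of its hits are not listed in these tables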
# Rtt109 Vps75: blocks Candida albicans Rtt109/Vps75 acetyltransferase activity | Q5AAJ8 | purified Rtt109/Vps75, ThioGlo CoA-SH fluorescence, 4 h | inhibition, % at 34.9 µM | actives 0.16% (n = 330,000);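 active = inhibition of at least 50% in every replicate; inconclusive = best replicate reaches 50% inhibition but some replicates fall short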
# PvdQ inh: blocks Pseudomonas aeruginosa PvdQ acylase activity; purified PvdQ acylase, fluorescence plate reader; inhibition, % at 10 µM; actives 0.063% (n = 340,000); AID 488965; in the data active = inhibition above about 30%, passing the limit was not always enough; inconclusive = no clear call, values can overlap the other calls;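 note: 0% = vehicle neutral wells and 100% = reference inhibitor wells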
# Keap1-Nrf2 PPI: Keap1-Nrf2 (human) interaction inhibition; inhibition, % at 9.4 µM; actives 0.15% (n = 340,000); Keap1 Kelch-Nrf2 peptide fluorescence polarization, 1536-well; Q14145; in the data active = inhibition above about 12%; inconclusive = no clear call, values can overlap the other calls; inactive = below about 7.3%;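 note: human Keap1 Kelch domain with fluorescein labeled Nrf2 9mer peptide probe; 0% = neutral control wells and 100% = peptide positive control; higher means more block of Keap1 binding to Nrf2 peptide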
# NSD2 HMT inh: inhibitors of human histone methyltransferase NSD2; O96028; NSD2 peptide methylation, AlphaScreen, 120 min; inhibition, % at 12.5 µM; actives 0.54% (n = 310,000); AID 743445; in the data active = inhibition above about 50%
# Target sequence (O96028 whole entry, looked up): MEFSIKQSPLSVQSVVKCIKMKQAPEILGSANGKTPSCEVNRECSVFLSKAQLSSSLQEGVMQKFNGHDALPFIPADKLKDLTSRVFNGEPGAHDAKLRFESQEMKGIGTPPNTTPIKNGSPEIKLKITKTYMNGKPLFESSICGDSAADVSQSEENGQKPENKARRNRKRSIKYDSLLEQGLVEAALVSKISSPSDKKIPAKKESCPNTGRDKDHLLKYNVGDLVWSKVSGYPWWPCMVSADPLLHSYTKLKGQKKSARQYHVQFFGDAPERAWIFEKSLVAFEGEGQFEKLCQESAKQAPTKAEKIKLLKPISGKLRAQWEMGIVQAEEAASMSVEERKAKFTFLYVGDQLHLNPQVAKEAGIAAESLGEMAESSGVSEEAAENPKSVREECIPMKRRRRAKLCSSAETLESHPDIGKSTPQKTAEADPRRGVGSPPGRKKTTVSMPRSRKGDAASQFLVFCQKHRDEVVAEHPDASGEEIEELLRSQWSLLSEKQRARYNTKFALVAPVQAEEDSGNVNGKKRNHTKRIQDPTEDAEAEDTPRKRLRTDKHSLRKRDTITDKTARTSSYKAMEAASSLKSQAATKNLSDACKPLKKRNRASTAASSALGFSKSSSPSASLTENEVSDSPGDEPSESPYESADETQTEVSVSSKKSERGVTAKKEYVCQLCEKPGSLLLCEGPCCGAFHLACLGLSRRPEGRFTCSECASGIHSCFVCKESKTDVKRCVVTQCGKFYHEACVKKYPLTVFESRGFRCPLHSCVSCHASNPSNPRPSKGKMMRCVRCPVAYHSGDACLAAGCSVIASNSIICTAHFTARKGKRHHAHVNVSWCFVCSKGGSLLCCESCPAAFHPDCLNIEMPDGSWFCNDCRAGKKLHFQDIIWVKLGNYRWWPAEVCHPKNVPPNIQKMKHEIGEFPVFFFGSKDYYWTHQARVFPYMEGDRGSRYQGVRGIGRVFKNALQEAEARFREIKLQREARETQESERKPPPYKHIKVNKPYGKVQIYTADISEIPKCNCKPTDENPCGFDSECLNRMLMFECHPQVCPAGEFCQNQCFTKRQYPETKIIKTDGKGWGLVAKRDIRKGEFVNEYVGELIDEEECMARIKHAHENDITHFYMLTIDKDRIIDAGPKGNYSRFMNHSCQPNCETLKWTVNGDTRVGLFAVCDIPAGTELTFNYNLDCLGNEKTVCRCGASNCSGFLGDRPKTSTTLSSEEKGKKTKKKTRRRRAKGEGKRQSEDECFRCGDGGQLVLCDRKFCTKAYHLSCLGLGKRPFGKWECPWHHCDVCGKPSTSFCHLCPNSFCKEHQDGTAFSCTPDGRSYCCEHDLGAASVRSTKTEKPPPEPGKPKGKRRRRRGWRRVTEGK
# SUMO Mot1 rescue: SUMOylation pathway inhibition by Mot1-301 growth rescue; S. cerevisiae Mot1-301 growth rescue, ATP luminescence, 38.5C; percent above DMSO median, 100 means doubled; growth rescue, % at 18.8 µM; actives 1% (n = 320,000);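 active = every valid replicate shows activation above 250% relative to neutral control wells; inactive = the rest, any valid replicate at or below 250%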;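 note: OY570 slx delta 5 strain wells were the positive control but not used for scaling; some compounds called inactive have numbers as strong as hits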
# PfHsp90 set2: inhibits growth of yeast expressing Plasmodium falciparum Hsp90. S. cerevisiae expressing PfHsp90, BacTiter-Glo ATP, 48 h; yeast lacking PDR1 and PDR3 efflux regulators. AID 504621. actives 0.32% (n = 310,000). inhibition, % at 9.4 µM;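 active = every replicate shows inhibition above about 80%, whatever the replicate mean, limit read from the data; inconclusive = mean inhibition reaches the set limit but some replicate falls short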;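 note: 0% = DMSO neutral controls and 100% = 20 µM radicicol positive controls; yeast relying on Plasmodium falciparum Hsp90 in place of its own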
# C-LANA FP: inhibitors of KSHV LANA C-terminal domain DNA binding. AID 504423. actives 0.078% (n = 340,000). MBP-C-LANA/FAM-LBS DNA binding, fluorescence polarization. inhibition, % at 9 µM;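 active = highest replicate inhibition at or above 60% at 9 µM, even if other replicates fall short; inactive = all replicates below 60% inhibition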;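 note: 0% = neutral control wells and 100% = 4 µM acridine orange control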
# RTF Ca sens inh: cardiac RTF calcium desensitization; inhibition, % at 7.15 µM; actives 0.12% (n = 340,000); IANBD-labeled cardiac RTF, Ca2+ fluorescence;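 active = inhibition above the mean inhibition of all tested compounds plus 3 SD, cut at about 17% in these data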;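 note: assay run at fixed EC70 calcium of 1.6 mM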
# cardiac RTF act: increases calcium sensitivity of human cardiac regulated thin filaments; P19429+P45379; IANBD-labeled TnC RTF fluorescence at EC20 calcium; 0% EC20 calcium, 100% full calcium; activation, % at 7.2 µM; actives 0.24% (n = 340,000);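 active = activation above the mean over all tested compounds plus 3 SD, cut at about 30% in these data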;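 note: rise in fluorescence read as greater calcium sensitivity of cardiac thin filaments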
# dFosB act: activators of mouse delta FosB homodimer; actives 0.99% (n = 340,000); activation, % at 25 µM; AID 493131; purified delta FosB, TAMRA-CDK5 oligo fluorescence polarization; percent of positive-control signal above neutral wells;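 active = mean activation above about 17%, with every replicate also reaching it, limit read from the data, passing the limit was not always enough; inconclusive = only one of the two conditions met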;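 note: fluorescence polarization rise as delta FosB binds a TAMRA Cdk5 AP-1 oligo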
# * hit, by the source's call; ? = inconclusive; . = not tested or not shown; + = active, no number. Compounds were not picked by outcome; 3.2% or so of the library scored in one or more.
SMILES,CDK5 p35 inh,Rtt109 Vps75,PvdQ inh,Keap1-Nrf2 PPI,NSD2 HMT inh,SUMO Mot1 rescue,PfHsp90 set2,C-LANA FP,RTF Ca sens inh,cardiac RTF act,dFosB act
O=C(N/N=C/c1ccc(Cl)cc1Cl)c1ccncc1,-2.9,-5,-4,0,-1,7,-1,-0.5,1,-2,-4
CCOC(=O)NC1C=CS(=O)(=O)C1 (stereo not given),1.1,-7,10,-2,2,0,10,4.1,-3,0,-10
O=C(CSc1ccc(-c2nc3ccccc3[nH]2)cn1)Nc1ccc(S(=O)(=O)N2CCCC2)cc1,-0.2,-2,-13,-1,-1,-4,-60,-0.2,-8,-2,0
O=C(/C=C/c1ccco1)N/C(=C\c1ccccc1)C(=O)NCCc1nc2ccccc2[nH]1,0.8,-18,6,0,2,-7,13,2.8,-7,7,-8
CCOC(=O)c1c(CSC(=N)N)n(-c2ccc(Br)cc2)c2cc(Br)c(OC(C)=O)cc12,1.3,5,-18,-3,-1,.,.,-0.6,3,2,?
O=C1CC(c2ccccc2)C(=O)N2C(=O)CC(c3ccccc3)C(=O)N12 (stereo not given),-2.4,-1,4,-2,0,.,8,-2.7,4,-6,6
Cc1ccc(S(=O)(=O)Nc2cccc(C(=O)N3CCOCC3)c2)c(C)c1NS(C)(=O)=O,.,-5,-10,1,-1,-4,-19,0.6,3,-3,0
O=C(NCc1ccco1)c1ccccc1,0.3,-2,4,-2,4,21,3,-0.7,1,-6,-2
COc1ccccc1N1CCN(C(=O)CCc2nnc3ccc(N4CCCC4)nn23)CC1,0.3,1,-13,-3,2,256,11,0.8,-5,10,-4
CCOC(=O)COc1ccccc1C1Nc2ccccc2C(=O)N1c1cccc(Cl)c1 (stereo not given),3.8,-7,-1,-1,0,-4,.,0.4,-2,9,-3
CC(C)c1ccc(N2C(=O)[C@@H]3Cc4ccccc4CN3C2=O)cc1,-1.7,3,9,-1,.,51,10,-2.6,1,1,9
N/C(=N\S(=O)(=O)c1ccc(Cl)cc1)N1CCOCC1,-1.5,2,-10,-5,-2,-3,3,0.0,-10,5,-13
CCC1CCCCN1CCCNC(=O)CCNC(=O)Cn1cnc2ccccc2c1=O (stereo not given),0.6,-11,-12,2,14,-13,11,1.0,3,-1,1
Cc1ccnc(NCc2ccc(Cl)cc2)c1,0.7,-3,-12,-3,1,2,-4,-0.9,-3,2,5
O=C(c1ccc2snnc2c1)N1CCN(c2ccccn2)CC1,-0.5,2,-17,0,5,-9,2,-0.6,3,-1,-8
Cc1cc(C)nc(Oc2ccc(Br)cc2Br)n1,3.1,5,-5,-1,-1,9,14,-2.1,5,-6,4
CCn1nc(C(=O)Nc2ccc(S(=O)(=O)Nc3nccs3)cc2)c2ccccc2c1=O,-3.4,21,9,-2,1,19,-19,3.4,-3,-10,-16
CCOC(=O)c1c(Nc2ccccc2N)cc(C)nc1C,-0.3,2,-2,3,1,10,-17,-2.0,-2,-1,-2
O=C(CCSc1nnc2ccc3ccccc3n12)Nc1ccc(F)cc1,-2.0,1,8,0,-1,47,-15,1.8,0,-13,12
CCN(CC)C(=O)CN1C(=O)C2CC=C(Cl)CC2C1=O (stereo not given),0.3,-12,-9,-2,5,-6,-9,4.6,-5,1,4
CCS(=O)(=O)N1CCC(C(=O)Oc2ccccc2)CC1,-0.2,10,-9,3,5,54,-6,1.7,2,-1,5
CC(=O)OC(C)C1C2=C(C(=O)CC1(C)O)C(=O)c1c(ccc(-c3ccc4c(c3O)C(=O)C3=C(C4=O)C(C(C)OC(C)=O)C(C)(O)CC3=O)c1O)C2=O (stereo not given),-3.4,2,-1,-2,.,.,-10,-2.2,5,-4,-9
Cc1cccc(C)c1NC(=S)N(Cc1ccco1)C1CCN(C(C)C)CC1,0.0,-2,-2,2,.,-16,2,0.6,-4,-1,1
CS(=O)(=O)N(CC(=O)NC1CCCC1)c1ccc(Oc2ccccc2)cc1,-0.1,5,-13,-7,-5,-19,20,-0.9,-2,1,-9
O=C(NCc1ccccc1)[C@H]1C[C@@H]1[C@H](NP(=O)(c1ccccc1)c1ccccc1)c1ccccc1,0.2,1,-1,-1,.,23,-3,0.2,-11,-5,6
CC(C)(C)c1ccc(C(=O)NC(=S)NCC2CCCO2)cc1 (stereo not given),-0.1,0,0,-1,-1,9,6,3.9,-5,-2,3
Cc1cc(C)c(C)c(S(=O)(=O)N2CCN(C(=O)CCc3nc4ccccc4c(=O)[nH]3)CC2)c1C,0.6,-4,-16,0,0,-4,25,-0.4,-6,1,-11
O=c1oc2ccccc2c(NC2CCCCC2)c1NS(=O)(=O)c1ccc(F)c(Cl)c1,-0.6,-4,-3,2,6,-3,11,0.0,2,-4,1
O=C(C1CCN(c2ncnc3c2nc2n3CCCCC2)CC1)N1CCN(c2ccccc2F)CC1,.,3,-12,-2,5,14,-31,0.0,-10,-3,-4
CCOc1cccc(C(=O)Nc2ccccc2C(=O)N2CCN(C)CC2)c1,0.2,9,-11,0,0,-5,-28,0.1,-2,0,-2
COc1ccc(-c2cc(C(=O)N3CCCC3)c3ccccc3n2)cc1OC,-0.4,-1,-13,-2,-2,3,8,0.4,-2,4,-3
CCc1cc2c(NCc3ccco3)ncnc2s1,1.6,5,11,-4,12,260,.,0.3,13,3,-2
CCOc1ccc2nc(NCCNS(=O)(=O)c3ccccc3)c(C#N)cc2c1,-1.6,3,8,-3,-6,-18,-10,0.1,-5,7,1
O=C(Nc1ccc(Cl)cc1)N1CCC(c2nc(-c3ccc(F)cc3)no2)CC1,4.4,3,-22,-5,0,+,8,-0.5,-8,5,-4
Nc1c(-c2ccc(F)cc2)cnc2ncnn12,-1.6,-9,-4,-2,1,-8,8,-1.0,-6,2,9
Cc1ccc2c3c([nH]c2c1)C(=O)CC(C)(C)S3,0.7,-10,0,3,-2,-3,-1,-0.6,5,-3,0
Cc1csc(NC(=O)/C=C/c2ccc3c(c2)OCO3)n1,0.1,3,1,0,.,4,20,0.0,-2,2,0
COc1ccc(CC2(c3ccccc3)NC(=O)NC2=O)cc1 (stereo not given),-1.0,-3,-2,-1,-1,.,0,-1.9,-1,-3,-2
O=S(=O)(c1ccc(F)c(F)c1F)N1CCN(C(=S)Nc2ccccc2)CC1,2.4,4,7,-2,.,-16,-3,0.2,14,-1,5
COc1ccccc1N(C)S(=O)(=O)c1ccc(Cl)c(C(=O)NNC(=O)c2ccccc2O)c1,-1.8,6,-6,2,2,50,20,-1.1,-8,1,-7
CCc1cc(=O)oc2cc(OCC(=O)NC3CC(C)(C)NC(C)(C)C3)ccc12,-0.2,-8,-13,4,32,188,13,0.8,-8,-3,-2
CCN1CCN(c2ccc(S(=O)(=O)N3CCCCC3)cc2NC(=O)c2cccc(C)c2[N+](=O)[O-])CC1,-0.1,15,-2,1,7,.,-14,-1.3,5,-4,10
CCOC(=O)c1cc(NC(=O)c2cc(C)on2)cc(C(=O)OCC)c1,-5.9,0,-24,-2,-3,-9,16,0.9,0,4,-4
Oc1ccc2ccccc2c1/C=C/c1ccc2c(Br)cc(Br)c(O)c2n1,1.8,9,15,-4,0,.,-48,-0.5,-2,-3,-3
CCCCNC(=O)CCCCC(=O)N/N=C/c1ccccc1Cl,-1.2,2,-3,-2,-1,1,-2,1.2,4,3,1
C/C(=N\NC(=O)c1ccc(O)cc1O)c1cccnc1,1.2,7,-9,-6,-3,-7,9,-0.4,-3,-6,0
CC(C)C(=O)N1CCN(c2nc(-c3ccccc3)c3c(c2C#N)CC(C)(C)OC3)CC1,-0.1,-11,19,0,.,-25,-20,-1.3,-9,7,3
NC(=O)C1CCN(C(=O)C2CCN(C(=O)Nc3ccccc3)CC2)CC1,1.4,-8,-11,-5,-3,.,-10,0.3,-1,3,-4
COc1ccc(CN2CCNC(=O)C2CC(=O)NCCN2CCCCC2=O)c(F)c1 (stereo not given),0.6,-1,9,-3,23,-3,-13,0.7,-2,-1,-2
CCOc1ccc(C(=O)NCC(=O)NCCOc2ccc(C)cc2)cc1,-0.3,5,-3,1,0,69,-9,-2.8,-6,-1,-6
NNc1nc2ccc(Cl)cc2s1,1.7,-1,-15,-4,1,375,27,0.7,-34,13,-3
CCOc1ccc(NC(=O)CSc2nnc(CCNC(=O)c3ccc(OC)cc3)n2CC)cc1,0.0,3,0,-1,-8,72,-1,0.1,-5,-4,-7
Cc1ccc2nc(C)cc(C(=O)OCC(=O)Nc3cccnc3Cl)c2c1,1.3,-10,-8,-2,-2,-2,-70,0.4,-17,7,-39
O=C(NCC1CC1)Nc1ccc(Cl)cc1,0.2,3,-10,-4,-4,-6,-7,1.4,0,-2,-4
CC(C)NCCCCOc1ccc(Br)cc1Cl,1.0,.,2,0,37,4,2,-0.7,4,-3,3
CCOC(=O)C1(CCOc2ccccc2)CCN(Cc2ccc(OC)c(O)c2)CC1,-0.5,3,-12,0,-1,22,-8,-0.4,-5,-6,-3
COc1ccc(C(CNC(=O)c2ccc(S(=O)(=O)N3CCCC3)cc2)N2CCOCC2)cc1 (stereo not given),0.3,-4,-10,-3,-1,-16,-9,0.6,-4,-1,-3
CCOC(=O)C1=CNS(=O)(=O)NC1c1ccccc1 (stereo not given),-1.2,6,-4,0,.,.,8,-2.8,-1,-3,4
CC(=O)Nc1c2c(nn1-c1ccccc1)CS(=O)C2 (stereo not given),-1.2,-2,-8,-4,-2,40,3,-1.0,-1,2,-3
Cc1ccc(C2NC(=O)c3c(sc4c3CCN(C)C4)N2)s1 (stereo not given),0.8,.,14,-10,5,292,2,5.4,-39,16,-8
# Additional entries
SMILES,CDK5 p35 inh,Rtt109 Vps75,PvdQ inh,Keap1-Nrf2 PPI,NSD2 HMT inh,SUMO Mot1 rescue,PfHsp90 set2,C-LANA FP,RTF Ca sens inh,cardiac RTF act,dFosB act
C(=N\Nc1ncnc2sc3c(c12)CCC3)/c1cccs1,5.1,-1,7,-5,3,-8,27,6.2,7,-2,-6
COc1ccc(CN2CCN(Cc3ccccc3C(F)(F)F)CC2)c(OC)c1,1.3,-3,-9,-1,7,6,-5,3.2,-11,11,-7
COc1cc(/C=C2\CCCc3c2nc2ccccc2c3C(=O)O)cc(Br)c1O,-2.8,-4,-8,-1,7,10,0,0.2,-5,-5,1
CN(C)CCNC(C(=O)Nc1cc(Cl)cc(Cl)c1)c1ccccc1 (stereo not given),0.5,2,-10,-4,2,-5,-27,-1.6,-4,4,-2
CC(=O)c1ccc(NC(=O)CSc2nc(N)c3cc4c(nc3n2)CCCC4)cc1,.,-1,1,3,-1,-22,-32,-2.5,-7,-1,-12
